From PubChem
IDH1 mut inh – IDH1 R132H (human) inhibition; O75874; AID 624101; hit rate 0.18% among 70,000; IDH1 R132H reductase, diaphorase/resazurin fluorescence, 60 min; inhibition, % at 10 µM; in the data active means inhibition above about 34%;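 further: 0% = DMSO and 100% = no enzyme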
EZH2 inh – blocks human EZH2/PRC2 H3K27 methylation | DELFIA TRF, 1 h | inhibition, % at 12.5 µM | hit rate 0.35% among 57,000 | AID 651548;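 active means mean inhibition of replicates at least 50% and every single replicate also reaching 50%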;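 further: dimethyl H3K27 on biotinylated H3 21-44 peptide detected by antibody; plate controls were median neutral control wells for no effect and median positive control wells for full effect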
Target sequence (Q15910 whole entry, looked up): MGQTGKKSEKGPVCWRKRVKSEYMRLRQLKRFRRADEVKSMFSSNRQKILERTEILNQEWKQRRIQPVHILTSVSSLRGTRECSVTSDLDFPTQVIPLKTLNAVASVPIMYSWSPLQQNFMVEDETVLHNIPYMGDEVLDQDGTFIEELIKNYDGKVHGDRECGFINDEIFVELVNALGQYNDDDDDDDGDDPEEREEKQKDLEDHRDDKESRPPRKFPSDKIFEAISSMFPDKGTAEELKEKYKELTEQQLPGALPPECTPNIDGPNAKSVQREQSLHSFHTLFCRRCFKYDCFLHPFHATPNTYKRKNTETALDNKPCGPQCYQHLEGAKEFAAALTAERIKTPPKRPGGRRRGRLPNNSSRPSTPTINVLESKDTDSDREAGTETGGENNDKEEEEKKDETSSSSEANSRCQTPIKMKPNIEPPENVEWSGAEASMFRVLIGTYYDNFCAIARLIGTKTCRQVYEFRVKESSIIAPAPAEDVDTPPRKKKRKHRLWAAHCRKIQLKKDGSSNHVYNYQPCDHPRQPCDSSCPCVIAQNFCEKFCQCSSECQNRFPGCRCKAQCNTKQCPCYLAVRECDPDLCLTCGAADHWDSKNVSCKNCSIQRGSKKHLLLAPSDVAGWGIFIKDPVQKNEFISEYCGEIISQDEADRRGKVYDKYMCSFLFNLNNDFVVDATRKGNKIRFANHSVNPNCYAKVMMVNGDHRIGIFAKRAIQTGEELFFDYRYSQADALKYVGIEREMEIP
* hit, by the source's call; x = no result given. These rows are one share of the data; the hit share may differ from the screen's.

SMILES	IDH1 mut inh	EZH2 inh
C[C@@H]1CN([C@@H](C)CO)C(=O)c2cccc(NC(=O)Nc3ccc4c(c3)OCO4)c2O[C@H]1CN(C)Cc1ccccc1	x	5.8
Cc1cccc(S(=O)(=O)N(C)C[C@@H]2OCc3cnnn3CCCC(=O)N([C@H](C)CO)C[C@H]2C)c1	x	-4.0
C[C@@H]1CN([C@H](C)CO)C(=O)c2cc(NC(=O)c3ccccc3)ccc2O[C@@H](C)CCCCO[C@H]1CN(C)C(=O)c1ccccc1	-0.4	-7.5
Cc1ccc(-c2noc(CCC(=O)NCCCN3CCN(c4ccc(F)cc4)CC3)n2)cc1	-0.4	3.7
COC(=O)/C=C/c1cc(O)ccc1O	88.8*	12.3
COc1ccc(NC(=O)Nc2ccc3c(c2)CC(=O)N([C@H](C)CO)C[C@@H](C)[C@@H](CN(C)CC2CCCCC2)O3)cc1	x	-18.9
C[C@@H]1CN([C@H](C)CO)C(=O)c2cc(NC(=O)Nc3ccc4c(c3)OCO4)ccc2O[C@H]1CN(C)S(=O)(=O)c1ccc(F)cc1	-3.1	x
C[C@@H]1CN([C@@H](C)CO)C(=O)c2ccccc2-c2ccccc2CO[C@@H]1CN(C)S(=O)(=O)c1ccc(F)cc1	-0.4	-45.9
CO[C@@H]1CN(C)C(=O)c2ccc(NC(=O)Nc3ccccc3)cc2OC[C@@H](C)N(C(C)=O)C[C@@H]1C	0.0	-16.4
O=C(C[C@H]1C=C[C@@H](NC(=O)CN2CCOCC2)[C@H](CO)O1)NC1CCCCC1	0.1	-4.1
C[C@@H]1CN([C@H](C)CO)C(=O)Cc2cc(NC(=O)CCC(F)(F)F)ccc2O[C@@H]1CN(C)C(=O)Nc1ccccc1	5.0	x
O=C(O)c1ccccc1Nc1cccc(C(F)(F)F)c1	2.6	5.5
C[C@@H]1CN([C@H](C)CO)C(=O)c2cc(NC(=O)NC3CCCCC3)ccc2O[C@@H]1CN(C)Cc1ccc(Oc2ccccc2)cc1	-0.1	x
COc1ccc(CNC(=O)C[C@@H]2CC[C@@H](NC(=O)Nc3ccc4c(c3)OCO4)[C@H](CO)O2)cc1	-0.4	2.5
COc1ccc(CNC(=O)C[C@@H]2C[C@H]3c4cc(NC(=O)CN(C)C)ccc4O[C@H]3[C@@H](CO)O2)cc1	0.2	12.9
COc1ccc(OCc2nc3ccccc3n2Cc2c(F)cccc2Cl)cc1	0.5	27.9
CN1CCN(C(=O)C[C@@H]2C[C@@H]3c4cc(NS(=O)(=O)c5ccc(F)cc5)ccc4O[C@@H]3[C@H](CO)O2)CC1	-0.5	15.1
CCS(=O)(=O)N[C@H]1CC[C@H](CC(=O)N2CCCCC2)O[C@H]1CO	-0.3	5.0
C[C@@H]1CN([C@H](C)CO)C(=O)Cc2cc(NS(=O)(=O)c3ccccc3)ccc2O[C@H]1CN(C)Cc1ccncc1	-0.2	7.9
C[C@@H]1CN([C@H](C)CO)C(=O)c2cc(NC(=O)c3ccncc3)ccc2O[C@@H](C)CCCCO[C@@H]1CN(C)Cc1ccc(C(=O)O)cc1	0.2	x
COc1ccc(NC(=O)N(C)C[C@H]2Oc3c(NC(=O)c4cc(C)nn4C)cccc3C(=O)N([C@@H](C)CO)C[C@H]2C)cc1	-2.1	-8.5
O=C(CSc1nnc(-c2ccc(Cl)cc2)o1)N1c2ccccc2Sc2ccccc21	0.0	3.9
CO[C@@H]1CN(C)C(=O)c2ccc(NC(=O)C3CCOCC3)cc2OC[C@@H](C)N(C)C[C@H]1C	-1.7	0.6
C[C@H](CO)N1C[C@H](C)[C@@H](CN(C)Cc2ccncc2)Oc2ccc(NC(=O)Nc3cccc4ccccc34)cc2C1=O	-12.3	9.2
COc1ccccc1NC(=O)Cn1nc([N+](=O)[O-])c(Br)c1C	-0.1	-32.8

Shown with each value named: entries from further up.
SMILES: C[C@@H]1CN([C@@H](C)CO)C(=O)c2ccccc2-c2ccccc2CO[C@@H]1CN(C)S(=O)(=O)c1ccc(F)cc1
  IDH1 mut inh = -0.4
  EZH2 inh = -45.9
SMILES: CO[C@@H]1CN(C)C(=O)c2ccc(NC(=O)Nc3ccccc3)cc2OC[C@@H](C)N(C(C)=O)C[C@@H]1C
  IDH1 mut inh = 0.0
  EZH2 inh = -16.4
SMILES: O=C(C[C@H]1C=C[C@@H](NC(=O)CN2CCOCC2)[C@H](CO)O1)NC1CCCCC1
  IDH1 mut inh = 0.1
  EZH2 inh = -4.1

Following part
SMILES	IDH1 mut inh	EZH2 inh
Cc1ccc(S(=O)(=O)N2CCOCC2)cc1NC(=O)c1cccc(S(=O)(=O)N2CCCC2)c1	0.4	3.2
C[C@@H]1CCCCO[C@@H](CN(C)C(=O)C2CCCCC2)[C@@H](C)CN([C@H](C)CO)C(=O)c2cc(NC(=O)C3CCCCC3)ccc2O1	1.3	x
CCC(=O)N[C@@H]1CC[C@@H](CC(=O)NCC2CCCCC2)O[C@H]1CO	-0.4	11.8
C[C@@H]1CN([C@H](C)CO)C(=O)c2cc(C#C[C@@H](C)O)cnc2O[C@H]1CN(C)C(=O)c1ccccc1F	x	2.1
CN(C)CC(=O)N[C@@H]1CC[C@H](CCn2cc(C3CC3)nn2)O[C@@H]1CO	0.1	0.6
COc1ccc(S(=O)(=O)Nc2ccc3c(c2)C(=O)N([C@@H](C)CO)C[C@@H](C)[C@@H](CN(C)S(=O)(=O)c2ccc(Cl)cc2)OCCCC[C@@H](C)O3)cc1	1.6	x
CO[C@@H]1CN(C)C(=O)c2ccc(NC(=O)c3cc(C)on3)cc2OC[C@@H](C)NC[C@@H]1C	0.2	3.5
C[C@@H]1CN([C@@H](C)CO)C(=O)c2cc(Br)cnc2O[C@@H]1CN(C)C(=O)C1CCC1	-0.4	11.4
C[C@@H]1CCCCO[C@@H](CN(C)C(=O)c2ccncc2)[C@@H](C)CN([C@H](C)CO)C(=O)c2cc(NS(C)(=O)=O)ccc2O1	1.6	x
CO[C@H]1CN(C)C(=O)c2ccc(NS(=O)(=O)c3ccccc3)cc2OC[C@@H](C)N(Cc2ccccn2)C[C@@H]1C	0.4	7.3
C[C@H]1CN([C@@H](C)CO)C(=O)c2cc(NC(=O)Cc3cn(C)c4ccccc34)ccc2O[C@@H]1CN(C)S(=O)(=O)c1cn(C)cn1	-37.8	x
O=C(C[C@@H]1C=C[C@H](NC(=O)c2ccc(F)cc2)[C@@H](CO)O1)NCCc1ccncc1	0.2	5.7
CC1(C)OC(=O)C=C[C@@]2(C)C1C[C@@H](O)[C@]1(C)C2CC[C@@]2(C)[C@H](c3ccoc3)OC(=O)C3OC321 (stereo not given in full)	-0.1	x
C[C@H]1CN([C@@H](C)CO)C(=O)c2cc(NC(=O)CCCCCC(=O)Nc3ccccc3N)ccc2O[C@@H]1CN(C)S(=O)(=O)c1ccc(Cl)cc1	x	-37.7
CCCC(=O)Nc1ccc2c(c1)OC[C@@H](C)N(C(=O)c1ccccn1)C[C@@H](C)[C@H](OC)CN(C)C2=O	-0.6	7.6
O=C(CSc1n[nH]c(-c2ccncc2)n1)Nc1cccc2ccccc12	0.6	-16.7
O=C(CCS(=O)(=O)c1ccc2ccccc2c1)Nc1ccccc1	0.7	-9.2
C[C@H]1CN([C@@H](C)CO)C(=O)Cc2cc(NC(=O)NC3CCCCC3)ccc2O[C@H]1CN(C)Cc1ccc2c(c1)OCO2	-3.1	x
CCOC(=O)c1c(NC(=O)c2ccc(C)c(S(=O)(=O)N3CCCCCC3)c2)sc2c1CCC2	0.1	-2.3
C[C@H](CO)N1C[C@H](C)[C@@H](CN(C)C(=O)CCCN(C)C)OCCCC[C@H](C)Oc2ccc(NC(=O)Nc3cccc4ccccc34)cc2C1=O	-17.0	x
COc1ccc(NC(=O)N(C)C[C@H]2OCc3cn(nn3)CCCC(=O)N([C@H](C)CO)C[C@H]2C)cc1	x	2.8
C[C@@H]1CN([C@@H](C)CO)C(=O)c2cc(NC(=O)C3CCCCC3)ccc2O[C@@H](C)CCCCO[C@@H]1CN(C)Cc1ccc(C(=O)O)cc1	1.7	x
Cc1ccc(S(=O)(=O)N(C)C[C@H]2Oc3ccc(NC(=O)CCCN(C)C)cc3CC(=O)N([C@H](C)CO)C[C@@H]2C)cc1	0.0	-5.3
CO[C@H]1CN(C)C(=O)c2cc(NC(=O)Nc3ccc(C(F)(F)F)cc3)ccc2OC[C@H](C)NC[C@@H]1C	0.5	-17.1
C[C@@H]1CN([C@@H](C)CO)C(=O)c2cccc(NC(=O)Nc3ccc(C(F)(F)F)cc3)c2O[C@@H]1CN(C)Cc1ccc(C(=O)O)cc1	2.9	x
Next section.
SMILES	IDH1 mut inh	EZH2 inh
COc1cccc(-c2cnc3c(c2)C(=O)N([C@H](C)CO)C[C@@H](C)[C@@H](CN(C)C(C)=O)O3)c1	-9.3	-8.5
CC1CCc2sc3ncnc(NCCN4CCOCC4)c3c2C1 (stereo not given)	-0.3	-7.0
C[C@H](CO)N1C[C@H](C)[C@H](CN(C)C(=O)C2CC2)OCc2ccccc2-c2ccccc2C1=O	-0.6	5.2
COc1ccc(NC(=O)N(C)C[C@@H]2Oc3ccc(NS(=O)(=O)c4cn(C)cn4)cc3C(=O)N([C@@H](C)CO)C[C@@H]2C)cc1	-0.2	x
O=C(C[C@H]1C=C[C@@H](NS(=O)(=O)c2ccccc2)[C@H](CO)O1)NCCN1CCCCC1	-0.2	12.7
Cc1ccc(S(=O)(=O)Nc2cccc3c2O[C@H](CN(C)CC2CCCCC2)[C@@H](C)CN([C@@H](C)CO)C3=O)cc1	2.7	-5.6
CCC(=O)Nc1ccc2c(c1)OC[C@@H](C)N(Cc1cccnc1)C[C@H](C)[C@H](OC)CN(C)C2=O	-0.5	1.2
C[C@@H]1CN([C@@H](C)CO)C(=O)c2cc(/C=C/c3ccccc3)cnc2O[C@H]1CN(C)Cc1cccnc1	-0.1	-6.0
C[C@H]1CN([C@@H](C)CO)C(=O)Cc2cc(NC(=O)Cc3ccccc3)ccc2O[C@H]1CN(C)Cc1ccc(-c2ccccc2)cc1	-0.2	x
C[C@@H]1CN([C@H](C)CO)C(=O)c2cc(NS(=O)(=O)c3ccccc3)ccc2O[C@@H]1CN(C)Cc1ccccc1	0.4	8.5
Cc1ccc(-c2nnc(SCC(=O)Nc3c(C)cc(C)cc3C)o2)cc1	0.2	7.3
C[C@@H]1CCCCO[C@H](CN(C)Cc2ccc(C(=O)O)cc2)[C@H](C)CN([C@H](C)CO)C(=O)c2cc(NS(=O)(=O)c3ccccc3)ccc2O1	2.7	x
C[C@@H]1CN([C@@H](C)CO)C(=O)Cc2cc(NC(=O)Cn3cnnn3)ccc2O[C@@H]1CN(C)S(=O)(=O)c1cccs1	1.6	x
COc1ccc(CN(C)C[C@@H]2OCc3cn(nn3)CCCC(=O)N([C@@H](C)CO)C[C@H]2C)cc1	2.1	x
Cc1cccc(NC(c2ccc(C)s2)c2ccc3ccc(C)nc3c2O)n1 (stereo not given)	0.9	-0.7
COc1ccccc1NC(=O)N[C@@H]1CC[C@H](CCNS(=O)(=O)c2ccc(F)cc2)O[C@H]1CO	0.1	-7.4
C[C@@H]1CCCCO[C@H](CN(C)C(=O)Nc2cccc3ccccc23)[C@@H](C)CN([C@H](C)CO)C(=O)c2cc(NC(=O)CCCCCC(=O)Nc3ccccc3N)ccc2O1	x	-2.0
CC(=O)N(C)C[C@H]1Oc2ncc(C#CCc3ccccc3)cc2C(=O)N([C@@H](C)CO)C[C@@H]1C	2.0	0.8
C[C@@H]1CN([C@@H](C)CO)C(=O)c2cc(/C=C/c3ccccc3)cnc2O[C@@H]1CN(C)S(C)(=O)=O	-5.2	-15.6
C[C@H]1CN([C@@H](C)CO)C(=O)c2cc(C#CC3CCCC3)cnc2O[C@@H]1CN(C)C(=O)c1ccncc1	x	6.0
C[C@@H]1CN([C@H](C)CO)C(=O)c2cccc(NS(=O)(=O)c3cn(C)cn3)c2O[C@H]1CN(C)CC1CCCCC1	x	-16.2
COc1ccc(CNC(=O)C[C@@H]2C=C[C@H](NC(=O)c3cccc(F)c3)[C@@H](CO)O2)cc1	0.4	1.8
Cc1noc(C)c1NC(=O)N(C)C[C@@H]1OCCCC[C@H](C)Oc2ccc(NC(=O)Nc3cccc4ccccc34)cc2C(=O)N([C@H](C)CO)C[C@@H]1C	-0.6	x
O=C(C[C@H]1C[C@@H]2c3cc(NC(=O)C4CCOCC4)ccc3O[C@@H]2[C@@H](CO)O1)NCc1ccccc1F	-1.1	14.8
C/C=C/c1ccc2c(c1)O[C@@H](CN(C)C(=O)CC1CC1)[C@@H](C)CN([C@H](C)CO)S2(=O)=O	-2.6	-11.7
More compounds.
SMILES	IDH1 mut inh	EZH2 inh
O=C(CSc1nnc2sc3ccccc3n12)Nc1c(Cl)cccc1Cl	-0.5	-4.5
C[C@H](CO)N1C[C@H](C)[C@H](CN(C)S(=O)(=O)c2ccc(Cl)cc2)Oc2c(NC(=O)C3CCCCC3)cccc2C1=O	x	-10.0
C[C@@H]1CN([C@@H](C)CO)C(=O)c2cc(N(C)C)ccc2O[C@@H]1CN(C)S(=O)(=O)c1cccs1	0.4	-2.9
C[C@@H]1CN([C@H](C)CO)S(=O)(=O)c2ccc(/C=C/c3ccccc3)cc2O[C@@H]1CN(C)C(=O)c1ccncc1	5.6	-11.9
CC(C)CC#Cc1ccc2c(c1)O[C@H](CN(C)CC1CCOCC1)[C@@H](C)CN([C@@H](C)CO)S2(=O)=O	-0.3	38.4
COc1cccc(NC(=O)N[C@H]2C=C[C@@H](CC(=O)Nc3ccccc3)O[C@H]2CO)c1	0.0	0.5

Among those listed so far, five have a thiophene ring, fused or not.
SMILES	IDH1 mut inh	EZH2 inh
CCOC(=O)c1c(NC(=O)c2ccc(C)c(S(=O)(=O)N3CCCCCC3)c2)sc2c1CCC2	0.1	-2.3
CC1CCc2sc3ncnc(NCCN4CCOCC4)c3c2C1 (stereo not given)	-0.3	-7.0
C[C@@H]1CN([C@@H](C)CO)C(=O)Cc2cc(NC(=O)Cn3cnnn3)ccc2O[C@@H]1CN(C)S(=O)(=O)c1cccs1	1.6	x
Cc1cccc(NC(c2ccc(C)s2)c2ccc3ccc(C)nc3c2O)n1 (stereo not given)	0.9	-0.7
C[C@@H]1CN([C@@H](C)CO)C(=O)c2cc(N(C)C)ccc2O[C@@H]1CN(C)S(=O)(=O)c1cccs1	0.4	-2.9
